Screening results as filed in PubChem BioAssay.
STEP inh – STEP phosphatase inhibitors, primary screen, biochemical, fluorescence intensity, uHTS; Tyrosine-protein phosphatase non-receptor type 5 (Homo sapiens), P54829; inhibition, % at 20 µM; recombinant STEP, OMFP fluorogenic substrate; actives 0.25% (n = 360,000);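 active = inhibition at 20 µM, scaled per plate between control wells, above about 37%, limit read from the data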;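 also: 0% = DMSO with enzyme and substrate and 100% = substrate only without enzyme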
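System: STEP (striatal-enriched tyrosine phosphatase) enzyme, cell-free; medium: Bis-Tris pH 6.0 buffer with DTT, detergent; dosing: 20 µM, 1% DMSO; times: reaction 20 min, ambient temperature; detection: fluorescence, 480/540 nm; read-out basis: normalized % inhibition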
NadD block – inhibitors of S. aureus NadD, primary screen, biochemical, colorimetric, uHTS; AID 602399, 2012; actives 0.78% (n = 360,000); inhibition, % at 20 µM; purified NadD enzyme, colorimetric absorbance read-out; in the data active = inhibition above about 26%; also: some compounds past the cut are filed as inactive
Rpn11 block – Rpn11 (PSMD14) deubiquitinase inhibitors, primary screen, biochemical, fluorescence polarization, uHTS; human 26S proteasome, Ub4-pepOG fluorescence polarization; 20S core pre-blocked with epoxomicin; calls only at 20 µM; actives 0.59% (n = 360,000); AID 588493, 2011;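 active = inhibition at 20 µM, scaled to each plate's controls, above about 33%, limit read from the data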
Neddylation inh – inhibitors of cullin neddylation, primary screen, biochemical, TR-FRET, uHTS, NAE and Ubc12 | NEDD8-conjugating enzyme Ubc12 (Homo sapiens) + NEDD8-activating enzyme E1 regulatory … | calls only at 25 µM | actives 0.58% (n = 360,000); in the data active = inhibition above about 36%
SUMO1 PPI mod – modulators of SUMO1 protein-protein interactions, primary screen, biochemical, uHTS; SUMO1 binding to a labelled peptide, TR-FRET, 1 h; inhibition, % at 20 µM; actives 0.33% (n = 360,000); AID 602429, 2012; in the data active = inhibition above about 37%
CSN inh – inhibitors of CSN-mediated cullin deneddylation, primary screen, biochemical, fluorescence polarization, uHTS; inhibition, % at 12.5 µM; Purified CSN, SCF-Nedd8-OG deneddylation; actives 0.38% (n = 360,000); COP9 signalosome complex subunit 5 (Homo sapiens), Q92905;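 active = pattern-corrected inhibition above about 35%, with an unprinted fluorescence ratio check between 0.5 and 1.5, limit read from the data, passing the limit was not always enough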;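 also: 0% = enzyme with substrate and 100% = substrate without enzyme; some results filed as inactive read as strong as hits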
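Schedule: reaction 90 min, room temperature / Assay system: HEK293T-derived human Csn5 enzyme / Input: Csn5 at 0.24 nM final / Measure: inhibition of Csn5 cleavage, % / Control set: substrate-only high control, full reaction low control / Technique: fluorescence polarization of the substrate / Buffer or medium: Tris/NaCl/DTT buffer, pH 7.5 / Reagent: SCFSkp2-Nedd8OG substrate at 10 nM final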
DNMT1 block – human DNMT1 methyltransferase inhibitors, primary screen, biochemical, molecular beacon, fluorescence, HinP1I cleavage, uHTS. actives 0.83% (n = 360,000). inhibition (reported as % activation of signal), % at 10 µM. AID 588458, 2011; in the data active = inhibition above about 50%
Target sequence (P26358 504-1616 limits assumed): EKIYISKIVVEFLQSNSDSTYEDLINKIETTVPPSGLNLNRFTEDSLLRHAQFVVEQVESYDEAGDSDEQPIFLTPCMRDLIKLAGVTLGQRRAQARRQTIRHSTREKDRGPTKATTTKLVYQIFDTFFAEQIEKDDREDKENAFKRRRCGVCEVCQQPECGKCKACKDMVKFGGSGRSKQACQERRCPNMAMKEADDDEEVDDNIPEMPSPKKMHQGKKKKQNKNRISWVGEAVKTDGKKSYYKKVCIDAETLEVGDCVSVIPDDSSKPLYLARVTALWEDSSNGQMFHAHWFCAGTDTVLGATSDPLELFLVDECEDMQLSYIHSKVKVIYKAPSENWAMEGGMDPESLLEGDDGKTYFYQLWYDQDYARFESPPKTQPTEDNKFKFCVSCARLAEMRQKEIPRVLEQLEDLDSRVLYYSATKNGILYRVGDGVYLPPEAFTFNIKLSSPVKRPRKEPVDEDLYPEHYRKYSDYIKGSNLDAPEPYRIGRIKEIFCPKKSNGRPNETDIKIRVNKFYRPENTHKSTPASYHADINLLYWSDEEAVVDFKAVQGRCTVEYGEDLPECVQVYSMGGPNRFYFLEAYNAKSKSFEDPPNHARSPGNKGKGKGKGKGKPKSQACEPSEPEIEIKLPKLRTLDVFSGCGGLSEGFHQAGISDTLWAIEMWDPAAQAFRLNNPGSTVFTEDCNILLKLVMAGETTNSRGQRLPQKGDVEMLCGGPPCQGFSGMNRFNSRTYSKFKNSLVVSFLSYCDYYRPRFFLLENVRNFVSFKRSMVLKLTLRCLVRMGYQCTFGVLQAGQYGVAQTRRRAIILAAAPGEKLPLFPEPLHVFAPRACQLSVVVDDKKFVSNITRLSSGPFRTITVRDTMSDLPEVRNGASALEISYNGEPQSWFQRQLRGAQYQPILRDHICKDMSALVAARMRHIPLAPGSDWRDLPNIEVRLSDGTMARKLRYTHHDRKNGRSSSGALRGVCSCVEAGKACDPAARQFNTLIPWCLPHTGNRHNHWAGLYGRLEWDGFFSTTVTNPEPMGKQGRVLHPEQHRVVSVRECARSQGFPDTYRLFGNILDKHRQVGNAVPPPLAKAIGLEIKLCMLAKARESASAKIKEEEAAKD
Rin1-Abl PPI inh – inhibitors of Rin1-Abl protein binding, primary screen, biochemical, TR-FRET. inhibition, % at 7.35 µM. Tyrosine-protein kinase ABL1 (Homo sapiens) + Ras and Rab interactor 1 (Homo sapiens), …. actives 0.4% (n = 360,000). AID 588664, 2011; in the data active = inhibition above about 5%, passing the limit was not always enough
Scp1 inh – Scp-1 phosphatase inhibitors, primary screen, biochemical, colorimetric, uHTS; Carboxy-terminal domain RNA polymerase II polypeptide A small phosphatase 1 (Homo …; Recombinant Scp1, phosphopeptide, malachite green phosphate absorbance; inhibition, % at 20 µM; actives 0.88% (n = 340,000); AID 493091, 2011;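 active = inhibition above about 50% at 20 µM, limit read from the data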;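 also: plate controls were DMSO wells with enzyme for no effect and wells lacking enzyme for full effect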
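System: SCP-1 catalytic domain; Reagent: Phospho 17-mer peptide substrate; Doses: one concentration, 20 µM, with 1.0% DMSO; Incubation: 45 min room-temperature reaction, 5 min colour, 30 min stabiliser; Signal: Phosphate-binding colour reagent, absorbance read at 630 nm.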
LMPTP inh – LMPTP phosphatase inhibitors, primary screen, biochemical, fluorescence intensity, uHTS; Low molecular weight phosphotyrosine protein phosphatase (Homo sapiens), P24666; recombinant LMPTP-A, OMFP fluorogenic substrate; inhibition, % at 20 µM; actives 0.22% (n = 360,000); AID 651560, 2012;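 active = compounds that cut the enzyme signal by at least half of the control window in the single-dose screen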;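 also: plate controls were DMSO wells with enzyme plus substrate for no effect and substrate without enzyme for full effect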
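Material: LMPTP-A; amount: 0.625 nM enzyme; doses: single 20 µM dose; times: reaction 50 min, room temperature, dark; technique: fluorescence intensity of OMFP turnover product; benchmarks: no-enzyme and uninhibited controls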
* = called active by the depositor; i = inactive; . = no result given; + = active, no number. Hits appear at their usual frequency; overall some 3.8% were active at least once.

SMILES	STEP inh	NadD block	Rpn11 block	Neddylation inh	SUMO1 PPI mod	CSN inh	DNMT1 block	Rin1-Abl PPI inh	Scp1 inh	LMPTP inh
COc1ccc(OC)c(C(=O)C2COC(=O)C2)c1 (configuration not stated)	-4	1	i	i	2	0	-2	2	0	-2.7
Cc1ccc(Cn2c(C3CCCN3c3nc(-c4ccc(F)cc4)cs3)nc3cc(C(=O)NCCCO)ccc32)cc1 (configuration not stated)	4	-5	i	i	6	-4	-13	-1	6	1.1
CC(=O)c1ccccc1NC(=O)COC(=O)Cc1cccc(C(F)(F)F)c1	3	6	i	i	5	0	-5	3	-8	2.4
Cc1ncccc1C(=O)N1CCCC(C(=O)c2ccc3c4c(cccc24)CC3)C1 (configuration not stated)	-2	4	i	i	-13	2	-4	-2	18	0.4
COC(=O)c1c(C)[nH]c(C(=O)CSc2nnnn2-c2ccccc2)c1C	2	1	i	i	-4	-6	-2	1	0	-0.8
Cc1c(NC(=O)c2cc(=O)[nH]c(=O)[nH]2)c(=O)n(-c2ccccc2)n1C	-1	-6	i	i	-3	-2	1	0	-1	1.6
CCc1ccc(Nc2n[n+](-c3ccccc3)c(-c3ccc(OCc4ccccc4)cc3)s2)cc1	1	12	i	i	-109	7	42	-1	-6	3.0
CCCCn1c2ccccc2c2nnc(SCCN3CCCCC3)nc21	2	-11	i	i	-18	7	5	0	-6	1.2
Cc1ccc(C)c(S(=O)(=O)Nc2ccc3[nH]c(=O)[nH]c3c2)c1	-1	1	i	i	2	-3	-1	-1	-10	-0.9
CCOc1ccc(-c2nnc(Nc3ccc(OC)c(C(=O)N4CCCCC4)c3)c3ccccc23)cc1	3	9	i	.	-12	0	-7	2	6	2.4
CC(C)(C)n1ncc2c(=O)n(Cc3c(F)cccc3Cl)cnc21	2	-1	i	i	-4	-4	0	-1	-8	-0.1
O=C(NCC(c1ccc(F)cc1)N1CCOCC1)c1cccc(Br)c1 (configuration not stated)	-2	-3	i	i	4	-3	3	-5	3	-1.1
COC(=O)COc1ccc(/C=C2/SC(=O)N(CC(=O)N3CCCC3)C2=O)cc1Br	-4	1	i	i	-15	4	-1	5	-2	-1.1
Cc1cc(C(=O)COC(=O)CC2Sc3ccccc3NC2=O)c(C)n1-c1ccc2c(c1)OCO2 (configuration not stated)	-3	12	i	i	-2	9	-3	-3	-8	2.0
CCN(C(=O)COC(=O)c1cccc(S(=O)(=O)NCc2ccccc2)c1)c1ccccc1	-2	-5	i	i	-1	2	-3	-3	-8	0.3
COc1cccc(CNC(=O)[C@@H]2CCCN2C(=O)[C@H]2CCCCN2C(=O)OC(C)(C)C)c1	.	1	.	i	1	-4	.	.	.	-1.2
Cc1ccc(C(=O)C2CCN(C(=S)NCC3CCCO3)CC2)cc1 (configuration not stated)	1	8	i	i	-1	0	-2	2	11	-0.3
COc1ccc(CCNC(=O)CSc2nc(O)cc(=O)[nH]2)cc1OC	0	0	i	i	4	2	0	2	-2	-0.2
N#Cc1cc2c(=O)n3ccccc3nc2n(-c2ccc(Cl)cc2)c1=O	0	2	i	i	-18	29	-1	2	1	-0.1
CCOCc1nnc(NC(=O)C2c3ccccc3Oc3ccccc32)s1	1	-11	i	i	-1	5	0	4	-13	1.7
O=c1[nH]c(C(Cl)(Cl)Cl)nc2ccc3ccccc3c12	-3	-11	i	i	-4	0	2	4	-4	-1.7
CCc1ccc(CN2CCCC(C(=O)Nc3ccccc3-c3ccc(OC)cc3)C2)o1 (configuration not stated)	2	-4	i	i	0	-1	-1	-2	-3	-0.4
CC(=O)c1cccc(NC(=S)N2CCCC2)c1	-2	-5	i	i	3	4	0	-1	1	-0.2
Cc1cccc(C(=O)NC(NCCc2ccccc2)C(Cl)(Cl)Cl)c1 (configuration not stated)	-4	-2	i	i	1	-2	-2	1	5	-0.5

As entered above:
Cc1c(NC(=O)c2cc(=O)[nH]c(=O)[nH]2)c(=O)n(-c2ccccc2)n1C @ SUMO1 PPI mod: -3
Cc1cc(C(=O)COC(=O)CC2Sc3ccccc3NC2=O)c(C)n1-c1ccc2c(c1)OCO2 (configuration not stated) @ SUMO1 PPI mod: -2
CC(C)(C)n1ncc2c(=O)n(Cc3c(F)cccc3Cl)cnc21 @ CSN inh: -4
CC(=O)c1ccccc1NC(=O)COC(=O)Cc1cccc(C(F)(F)F)c1 @ Rin1-Abl PPI inh: 3

Additional entries
SMILES	STEP inh	NadD block	Rpn11 block	Neddylation inh	SUMO1 PPI mod	CSN inh	DNMT1 block	Rin1-Abl PPI inh	Scp1 inh	LMPTP inh
Cc1ccc(S(=O)(=O)N2CCCC2CNC(=O)C(=O)Nc2ccccc2)cc1 (configuration not stated)	1	-3	i	i	4	7	2	0	-3	2.5
O=S(=O)(c1ccc(Br)cc1)N1CCN=C1SCc1cccc(F)c1	3	0	i	i	-4	-3	0	1	4	3.1
Cc1cc(C(F)(F)F)c2c(n1)sc1c(O)cc(=O)[nH]c12	3	7	i	i	-9	0	5	1	-1	-0.1
CCC(C)Sc1ccc([C@H]2N[C@@](CC(C)C)(C(=O)OC)[C@H]3C(=O)N(CC)C(=O)[C@@H]23)cc1 (some centres not stated)	3	1	i	i	2	-8	3	3	-8	1.7
Cc1cc(=O)oc2cc(OCC(=O)NCCc3c[nH]c4ccc(F)cc34)ccc12	2	2	i	i	13	3	6	2	-3	2.1
Cc1ccc(-c2nc3cc(C)c(Br)c(C)n3c2Cc2cccc(F)c2)cc1	0	12	i	i	4	1	20	4	.	2.9
O=C(N/C(=C/c1ccco1)C(=O)N1CCc2ccccc21)c1ccco1	0	1	i	i	6	2	1	2	-9	-0.8
CN(C)c1cccc(C(=O)Nc2ccc(N3CCOCC3)cc2)c1	-1	4	i	i	2	2	-8	-2	-5	0.0
NN/C(=C\[N+](=O)[O-])Nc1ccc(Cl)cc1	0	2	i	i	-2	5	-20	-1	-4	-1.2
CCOC(=O)C1(Cc2ccccc2C)CCCN(C(=O)CN2CCCCC2=O)C1 (configuration not stated)	-3	-1	i	i	1	0	0	-1	6	0.6
CC(=O)OC(C)[C@H]1CC[C@H]2[C@@H]3CC[C@H]4C[C@@H](OC(C)=O)CC[C@]4(C)C3=CC[C@]12C (some centres not stated)	2	4	i	i	13	-4	9	5	1	2.9
COc1ccc(OCC(=O)Nc2cccc(-c3nc4ccccc4o3)c2)cc1	2	-9	i	i	3	-2	-6	-6	-11	2.0

3 structures from above, sorted by heavy-atom count, smallest number first.
SMILES	STEP inh	NadD block	Rpn11 block	Neddylation inh	SUMO1 PPI mod	CSN inh	DNMT1 block	Rin1-Abl PPI inh	Scp1 inh	LMPTP inh
Cc1ccc(-c2nc3cc(C)c(Br)c(C)n3c2Cc2cccc(F)c2)cc1	0	12	i	i	4	1	20	4	.	2.9
CC(=O)OC(C)[C@H]1CC[C@H]2[C@@H]3CC[C@H]4C[C@@H](OC(C)=O)CC[C@]4(C)C3=CC[C@]12C (some centres not stated)	2	4	i	i	13	-4	9	5	1	2.9
CCC(C)Sc1ccc([C@H]2N[C@@](CC(C)C)(C(=O)OC)[C@H]3C(=O)N(CC)C(=O)[C@@H]23)cc1 (some centres not stated)	3	1	i	i	2	-8	3	3	-8	1.7

Looked up by compound from the entries so far:
SMILES	STEP inh	NadD block	Rpn11 block	Neddylation inh	SUMO1 PPI mod	CSN inh	DNMT1 block	Rin1-Abl PPI inh	Scp1 inh	LMPTP inh
Cc1ccc(C)c(S(=O)(=O)Nc2ccc3[nH]c(=O)[nH]c3c2)c1	-1	1	i	i	2	-3	-1	-1	-10	-0.9
NN/C(=C\[N+](=O)[O-])Nc1ccc(Cl)cc1	0	2	i	i	-2	5	-20	-1	-4	-1.2

Going on with the list:
SMILES	STEP inh	NadD block	Rpn11 block	Neddylation inh	SUMO1 PPI mod	CSN inh	DNMT1 block	Rin1-Abl PPI inh	Scp1 inh	LMPTP inh
COc1ccc(COC(=O)C2CC(=O)N(Cc3ccc(C)cc3)C2)cc1 (configuration not stated)	-2	-1	i	i	4	0	0	0	-1	-1.4
Cc1c(Cc2ccc3c(c2)OCO3)sc(NC(=O)c2ccc3ccccc3c2)c1C(N)=O	-1	12	i	i	-10	4	21	-1	46	-1.9
COc1cc(C(=O)Nc2ccn(C)n2)ccc1OC(F)F	2	-2	i	i	0	1	0	0	-8	-1.0
CCOC(=O)CSc1ncnc2c1cnn2-c1ccc(Cl)cc1	4	4	i	i	-1	-1	-2	-4	-3	1.4
CCc1ccc(S(=O)(=O)/N=C2\C=C(Nc3cccc(C(=O)O)c3)C(=O)c3ccccc32)cc1	4	19	i	i	36	19	64*	0	12	6.8
Cc1cccc(/C=N/NC(=O)c2ccc(NC(=O)c3ccccc3Cl)cc2)n1	1	-3	i	i	0	5	1	1	-5	-0.9
COc1ccc(/C(N)=N/OC(=O)CCc2ccccc2)cc1OC	-3	-6	i	i	2	1	-1	-1	-2	0.6
Cn1c(=O)c2sccc2n2c(CCCC(=O)NCc3cccnc3)nnc12	-3	2	i	i	-1	1	3	6	9	-1.6
O=C(Nc1ccccc1-c1ccccc1)C12CC3CC(CC(C3)C1)C2	-9	-6	i	i	-3	3	2	2	-11	2.7
COC(=O)c1ccc(C2c3c(oc4ccccc4c3=O)C(=O)N2CCCN2CCOCC2)cc1 (configuration not stated)	-1	5	i	i	-3	-4	-1	-3	-12	-1.2
CC(=O)OCC1=C(C(=O)O)N2C(=O)C(NC(=O)c3ccc(COc4cccc(Cl)c4Cl)o3)C2SC1 (configuration not stated)	2	10	i	i	15	14	88*	3	53*	9.3
Cc1cc(C)cc(N(CC(=O)NC2CCCC2)C(=O)C2(C)CC(=O)N=C3C=CC=CN32)c1 (configuration not stated)	-4	-2	i	+	-2	4	2	2	-14	-0.8
